M. tuberculosis GlmU – inhibition of mycobacterial GlmU enzyme – biochemical, glucosamine-1-phosphate acetyltransferase (AID 1376). M. tuberculosis GlmU acetyltransferase enzyme assay; higher % means a stronger effect. inhibition, %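 (tested at 30 µM in the primary screen)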; hits with a dose series show IC50 in µM. 220,000 tested, 0.25% active; in the data active = inhibition above about 13%; inconclusive = no clear call, values can overlap the other calls;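 also: 0% = complete reaction with vehicle and 100% = reaction without substrate; strong numbers were not always called active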
Mtb RmlCD inh – blocks M. tuberculosis RmlC and RmlD coupled enzymes | RmlC+RmlD coupled enzyme assay, percent inhibition; primary screen in compound mixtures | inhibition, % at 3.6 µM | P9WH09+P9WH11 | 160,000 tested, 0.03% active; in the data active = inhibition mostly above about 34%, no sharp cut-off; inconclusive = no clear call, values can overlap the other calls; inactive = mostly below about 22%; also: some results filed as inactive read as strong as hits
Target sequence (P9WH09 whole entry, looked up): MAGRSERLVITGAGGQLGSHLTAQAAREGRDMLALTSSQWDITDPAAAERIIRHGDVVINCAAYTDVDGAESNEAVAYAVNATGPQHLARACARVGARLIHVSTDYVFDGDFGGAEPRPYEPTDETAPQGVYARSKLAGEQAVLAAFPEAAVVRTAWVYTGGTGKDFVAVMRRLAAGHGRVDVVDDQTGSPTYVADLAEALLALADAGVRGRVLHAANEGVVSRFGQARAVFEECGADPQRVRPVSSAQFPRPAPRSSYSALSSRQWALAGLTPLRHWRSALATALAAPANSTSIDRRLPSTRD
Target sequence (P9WH11 whole entry, looked up): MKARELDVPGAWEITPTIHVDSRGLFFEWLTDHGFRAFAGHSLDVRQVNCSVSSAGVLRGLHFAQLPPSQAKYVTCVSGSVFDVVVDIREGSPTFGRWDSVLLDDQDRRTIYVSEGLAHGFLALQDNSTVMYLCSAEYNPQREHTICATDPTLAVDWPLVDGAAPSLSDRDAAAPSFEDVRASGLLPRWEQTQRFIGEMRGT
Active calls of the source: *; u = inconclusive; x = not tested or not shown; & = joins results of further samples. An excerpt; rates above refer to the full screens.

SMILES	M. tuberculosis GlmU	Mtb RmlCD inh
CC(=O)N1c2ccccc2N(Cc2ccc(C)cc2C)C(=O)C1(C)C	5.2%	-11
Cc1cc(=O)[nH]c(SCC(N)=O)c1C#N	3.1%	3
Cc1sc(NC(=O)Cn2nc(C(F)(F)F)cc2C)c(C(=O)OC(C)C)c1C	-3.4%	6
CC1(C)NC(=O)N(CCOCCSc2ccccc2)C1=O	3.8%	8
C=CCN=c1scc(-c2ccco2)n1/N=C/c1ccc(O)c(O)c1O	15%	64
CCOC(=O)C1=C(O)/C(=C\c2ccc(CNC(=O)C(=O)Nc3ccc(C)c(C)c3)o2)N=C1C	x	-7
COc1ccc(S(=O)(=O)N2CCC(N3CCN(c4ccccc4OC)CC3)CC2)cc1	2.1%	5
CC(Oc1ccc(Br)cc1Br)C(=O)NC1CCCC1 (centres undefined)	0.9%	-7
O=C(CN1CCCCCC1)N1c2ccccc2Sc2ccc(C(F)(F)F)cc21	0.4%	x
COc1ccc(CC(=O)N2CC(=O)N(CCc3ccccc3)C(=O)C2)cc1	2.6%	x
COc1ccc(-n2c(Cc3cccn3C)nnc2SCC(=O)Nc2nc(C)cs2)cc1	8.6%	u
c1ccc(-c2nc(NCc3cccnc3)c3ccccc3n2)cc1	1.0%	2
CC1=C/C(=N\NC(=O)c2ccccc2)CC1	-1.6%	-6
COc1ccc2no[n+]([O-])c2c1	-1.8%	7
O=C(Nc1ccccc1Sc1ccccc1)c1ccccc1F	-0.2%	x
N/C(=N\OC(=O)CCCOc1ccccc1)c1ccncc1	1.7%	-10
Cn1cnc([N+](=O)[O-])c1Sc1ncnc2nc[nH]c12	4.4%	1
COC(=O)Cn1cc(C(=O)OC)cc(Br)c1=O	-2.4%	x
CC(C)CNC(=O)c1cc(-c2ccco2)on1	-4.3%	21
Cc1cc(C)cc(NS(=O)(=O)c2ccc3[nH]c(=O)[nH]c3c2)c1	-2.7%	11
N#CN=C1CCCCCN1CC(N)=O	0.5%	x
Cc1cc(NC(=O)CCCSc2nc(-c3ccco3)cc(C(F)(F)F)n2)n(-c2ccccc2)n1	-0.5%	x
CCOC(=O)C1=C(C)Nc2ccc(C)cc2S1	1.2%	3
O=C(COc1ccc2ccccc2c1)N1CCN(C(=O)c2cccnc2)CC1	1.8%	x
Cc1oc2c(c1C(=O)c1ccccc1)C(=O)C(=O)c1ccccc1-2	9.0%	x
O=S(=O)(NCCC1=CCCCC1)c1cccc(S(=O)(=O)N2CCOCC2)c1	2.7%	0
O=C(NCc1nnc(SCC(=O)N2CCOCC2)o1)c1cccs1	1.2%	-2
CCOC(=O)c1ccc(N=Nc2c(C)c(C#N)c(O)[nH]c2=O)cc1	4.6%	-15
O=C(NCc1ccncc1)C1CCCCC1	0.4%	12
COc1ccc(CC(=O)OCc2nnc(C3COc4ccccc4O3)o2)cc1OC (centres undefined)	6.2%	x
Cc1ccc(S(=O)(=O)N2CCCN(c3nccc(C(F)(F)F)n3)CC2)cc1	0.2%	-4
CC1=C(C(=O)OC(C)C)C(c2cccnc2)C2=C(CCCC2=O)N1 (centres undefined)	-0.1%	x
C/C(=N\NC(=O)c1ccc2c(c1)OCO2)c1ccco1	-2.4%	5
CCCCC#Cc1cncc(C(=O)N/N=C/c2cccc(OC)c2)c1	-6.0%	x
Cc1ccc(Cn2c(N/N=C/c3ccncc3)nc3c2c(=O)n(C)c(=O)n3C)cc1	-8.5%	0
O=C(O)COn1c(-c2ccccc2)nc2ccc([N+](=O)[O-])cc21	2.8%	5
CCc1ccc(NC(=O)CSc2nc3cc(C(=O)OC)ccc3c(=O)n2Cc2ccco2)cc1	-0.1%	-5
CCN1C(=O)/C(=C/C=C2/Sc3ccccc3N2CCO)SC1=S	7.7%	-10
COc1nc(OC)nc(N2CCC(C(=O)NCc3ccc(F)cc3)CC2)n1	3.6%	x
O=S(=O)(NC1=NCCC1)c1cccc(NC(=S)NCCc2ccccc2)c1	1.8%	x
COCCn1c(C)cc(C(=O)CSc2nnc(C)s2)c1C	x	-8
O=C(COC(=O)Cc1ccc(Cl)cc1)Nc1c(F)cccc1F	-1.1%	-4
Cc1cc(C=O)c(C)n1-c1cc(C(=O)O)cc(C(=O)O)c1	0.0%	-12
C/C(O)=C(/C=Nc1ccccc1)C(=O)Nc1ccccc1	-1.7%	-9
N#Cc1ccc(C(=O)NCC(c2ccco2)N2CCCCC2)cc1 (centres undefined)	2.7%	-1
O=c1[nH]cnc2c1C1(CCCC1)Cc1ccccc1-2	7.8%	x
CCOc1ccccc1N1CCN(CC(=O)NC(=O)NCc2ccco2)CC1	-1.2%	8
CN(C)C(=O)Cn1c(SCC(=O)NC2CCCCC2)nc2ccccc21	0.7%	-10
O=C(NN1C(=O)c2ccccc2NC1c1cccnc1)c1ccccc1 (centres undefined)	3.5%	3
CCOC(=O)C1=C(C)NC(SC(C)=O)=NC1c1ccc(OC(C)=O)c(OC)c1 (centres undefined)	-2.2%&1.1%	17

Further records
SMILES	M. tuberculosis GlmU	Mtb RmlCD inh
COc1ccccc1N1CCN(Cc2cc(Br)c(O)c3ncccc23)CC1	-1.1%	x
O=C1c2[nH]nc(-c3ccccc3O)c2C(c2cccc(Cl)c2)N1CC1CCCO1 (centres undefined)	x	-6
CCc1nnc(NC(=O)CCC(=O)NCC2CCCO2)s1 (centres undefined)	1.3%	-4
O=C(NCc1ccccc1F)c1cccs1	1.0%	x
C/C(=N\Nc1nc2ccccc2[nH]1)c1ccc(C)o1	-6.1%	19
O=C(CSCc1cnn(-c2ccccc2)c1-n1cccc1)NCC1CCCO1 (centres undefined)	1.4%	-7
Cc1ccc(CC(=O)Nc2nncs2)cc1	-2.2%	-11
O=C(Oc1c(Cl)cc(Cl)c2ccccc12)N1CCCCC1	-4.3%	2
O=C(CSc1nnc(CNC(=O)c2c(F)cccc2Cl)o1)NCc1ccc2c(c1)OCO2	4.7%	5
COc1ccc(C(=O)Nc2ccc(N3CCOCC3)cc2)cc1S(=O)(=O)NC1CCCC1	-10%	-9
COC(=O)NCC(c1cccnc1)N1CCN(c2ccccc2F)CC1 (centres undefined)	1.0%	9
CC1(C)CCc2cc(-c3ccnc(=S)[nH]3)ccc2O1	-2.9%	14
C=CCNC(=O)C(C(=O)OCC)C1CCCCC1 (centres undefined)	4.5%	x
O=c1cc(C(F)(F)C(F)F)oc2ccccc12	3.9%	-6
O=C(Cc1ccccc1)Nc1ccc(NC(=O)C2CC2)nc1	0.2%	x
Cc1nn(C)c(C)c1S(=O)(=O)N(CC(=O)NCCN1CCOCC1)c1ccc(C(C)C)cc1	-2.8%	14
Cc1ccc(CSCC(=O)N/N=C/c2cccc(OC3CSC3)c2)cc1	2.0%	5
Cc1ccc(C(=O)COC(=O)c2cc(Cl)nc3ccccc23)cc1	x	13
CC(=O)C(C(C)=O)C(NC(=O)c1cccnc1)(C(F)(F)F)C(F)(F)F	-1.8%	-7
CC(c1nnc(SCC(=O)N2CC(=O)Nc3ccccc32)n1Cc1ccccc1)N(C)C (centres undefined)	1.3%	-2
COc1cccc(N2CC(C(=O)Nc3nnc(SCC(=O)c4ccccc4)s3)CC2=O)c1 (centres undefined)	-2.3%	20
CNC(=O)/C(C#N)=C\c1ccc(CNS(=O)(=O)c2ccc(Cl)cc2)o1	0.8%	-11
CSCCC1C(C#N)=C(N)Oc2n[nH]c(-c3cccs3)c21 (centres undefined)	-6.6%	-11
CC(C(=O)c1c[nH]c(C(N)=O)c1)c1ncc(C(F)(F)F)cc1Cl (centres undefined)	2.3%	4
Cc1ccccc1OCCCc1c(C)n[nH]c1C	-1.2%	16
c1ccc2c(c1)Cc1cc(CN3CCOCC3)ccc1-2	-5.2%	x
COc1ccc(Br)cc1CN(C)CC(=O)Nc1ccccc1Cl	1.6%	-13
CC(C)=CCc1c(-c2ccc(O)cc2O)oc2cc3c(c(O)c2c1=O)C=CC(C)(C)O3	0.3%	x
CC(C)CCN=Cc1c(O)n(-c2ccccc2)c(=O)c2ccccc12	-4.2%	3
COc1ccc(CN2C(=O)C(=O)N(CC(N)=O)C2=O)cc1	-1.1%	-9

3 compounds picked at random from those above, as already listed:
SMILES	M. tuberculosis GlmU	Mtb RmlCD inh
O=C(NCc1ccccc1F)c1cccs1	1.0%	x
C/C(=N\NC(=O)c1ccc2c(c1)OCO2)c1ccco1	-2.4%	5
O=C(NN1C(=O)c2ccccc2NC1c1cccnc1)c1ccccc1 (centres undefined)	3.5%	3

Taken from the entries so far for reference:
SMILES	M. tuberculosis GlmU	Mtb RmlCD inh
O=C(CSCc1cnn(-c2ccccc2)c1-n1cccc1)NCC1CCCO1 (centres undefined)	1.4%	-7
Cc1ccc(CC(=O)Nc2nncs2)cc1	-2.2%	-11
O=C(Oc1c(Cl)cc(Cl)c2ccccc12)N1CCCCC1	-4.3%	2

(further entries)
SMILES	M. tuberculosis GlmU	Mtb RmlCD inh
Cc1cc(-c2ccccc2)nc(N/N=C/c2cccnc2)n1	5.6%	2
O=C1C(C2=NC(c3ccccn3)C3C(=O)N(c4ccc(OC(F)(F)F)cc4)C(=O)C23)=C(O)c2ccccc21 (centres undefined)	0.0%	-12
O=C(C1CC1)N1N=C(C2CCCCC2)CC1(O)C(F)(F)F (centres undefined)	1.4%	x
CCn1c(=O)c2cc(C(=O)N(C)c3cc(C)ccc3OC)sc2c2ccccc21	0.6%	3
CC(CCn1cccn1)NC(=O)CCc1nnc(CCc2ccccc2)o1 (centres undefined)	3.3%	11
COC(=O)c1sc(S(=O)(=O)NCCCN(C)C)c(C(=O)OC)c1C	1.6%	-7
COc1ccc(OC)c(NC(=O)CCN2CCC(C)CC2)c1	1.2%	-4
CC(=O)OC1(c2ccccc2)CCN(C)C(C)C1C (centres undefined)	-1.1%	x
COc1cc(CCCN2C(N)=NC[C@@H]2Cc2ccc(O)cc2)cc(OC)c1OC	1.5%	-13
CCOC(CNC(=O)c1ccc2nc(N3CCC(C)CC3)sc2c1)OCC	-4.6%	x
COc1ccc(C(=O)c2c[nH]c(C(=O)NCC3CCCO3)c2)cc1 (centres undefined)	-4.3%	4
CCn1c(SCc2cc(=O)n3ccsc3n2)nc2ccccc21	8.1%	8
COc1ccc(CNC(=O)CN(Cc2ccccc2)S(=O)(=O)c2ccc(Cl)cc2)cc1	0.1%	7
COc1ccc(OC)c(N2C(=O)CC(Cc3ccc(Cl)cc3)C2=O)c1 (centres undefined)	-1.8%	x
COc1ccc(NC(=O)c2ccc(CNS(=O)(=O)c3cccc(OC)c3)cc2)cc1	2.7%	x
CS(=O)(=O)N(CC(=O)NCCSc1ccc(Cl)cc1)c1ccc2c(c1)OCO2	-3.3%	7
CCCCC(CC)CNC(=O)c1ccc2c(c1)OCO2 (centres undefined)	-1.5%	-6
O=C(N/N=C/c1ccc(N2CCOCC2)cc1)c1cccs1	0.7%	-7
CC(=O)N(C)c1ccc(NC(=O)c2ccc([N+](=O)[O-])cc2Cl)cc1	2.9%	x
CC(Sc1nncs1)C(=O)Nc1ccc(Cl)cn1 (centres undefined)	-2.4%	13

Compound profiles, as listed above. Screens in order: M. tuberculosis GlmU, Mtb RmlCD inh
Record of C=CCNC(=O)C(C(=O)OCC)C1CCCCC1 (centres undefined) → 4.5%, x
Record of CC(C(=O)c1c[nH]c(C(N)=O)c1)c1ncc(C(F)(F)F)cc1Cl (centres undefined) → 2.3%, 4
Record of Cc1oc2c(c1C(=O)c1ccccc1)C(=O)C(=O)c1ccccc1-2 → 9.0%, x

Other results follow:
SMILES	M. tuberculosis GlmU	Mtb RmlCD inh
COc1ccccc1N(CN1CCCC1=O)C(=O)c1c(F)cccc1F	-1.2%	x
COc1cc(C2C(C#N)=C(C)NC3=C2C(=O)c2ccccc23)cc(OC)c1OC (centres undefined)	2.5%	11
O=C(O)c1c2c(nc3ccc(Cl)cc13)CCC2	11%	12
Cc1ccc(-c2ccc(/C=N/n3cnnc3)o2)cc1Cl	-1.3%	12
Cc1cccc(OCC(=O)Nc2ccc3c(C)cc(=O)oc3c2)c1	1.3%	x
O=C(Nc1ccc([N+](=O)[O-])cc1)Nc1ccc(OC(F)F)c(Cl)c1	-9.4%	15
CCOC(=O)N1CCC(Nc2c(-c3ccc(C)cc3)c(=O)c2=O)CC1	-3.1%	x
O=C(NC(=S)NNS(=O)(=O)c1ccccc1)c1cccnc1	11%	-6
CCOC(=O)N1CCN(S(=O)(=O)c2c(C)[nH]c(=O)[nH]c2=O)CC1	x	12
CN(C)c1ccc(P(=O)(Nc2ccccc2)N2CCOCC2)c(NC(=O)c2cccs2)c1 (centres undefined)	-2.4%	x
Nc1nnnn1/N=C/c1ccc(N2CCCCC2)c([N+](=O)[O-])c1	0.5%	6
Cc1ccc(S(=O)(=O)N2CCCN(S(=O)(=O)c3ccc(C)cc3)CC2)cc1	-4.9%	x
CC(O)CNc1nc2ccccc2n1CC(=O)N1CCN(Cc2ccccc2)CC1 (centres undefined)	3.6%	5
CCOC(=O)c1cc(-c2ccc(/C=C3/C(=O)NC(=O)C(C#N)=C3C)o2)ccc1Cl	-3.0%	x
Fc1ccc(NC(=S)Nc2cc(-c3ccccc3)[nH]n2)cc1Cl	-1.9%	10
CC1CCN(C(=S)c2cccc([N+](=O)[O-])c2)CC1	1.5%	6
CCOc1cc2[nH]c(=O)n(CC3CCC(C(=O)NC(C)CC)CC3)c(=O)c2cc1OCC (centres undefined)	4.6%	x
COc1cc(/C=C/C(=O)O)cc(S(=O)(=O)NCc2ccco2)c1OC	-1.0%	-10

Assay outcomes from PubChem BioAssay.
